Compound activity: PubChem BioAssay, several laboratories
Rv3671c inh: Rv3671c (M. tuberculosis) protease inhibition; P9WHR9; inhibition, % at 5.96 µM; hit rate 0.048% among 320,000; AID 2606; in the data active means inhibition above about 38%;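 further: extracellular domain of Rv3671c used as enzyme; 0% = enzyme with DMSO and 100% = no enzyme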
Target sequence (P9WHR9 whole entry, looked up, the tested form may be a part): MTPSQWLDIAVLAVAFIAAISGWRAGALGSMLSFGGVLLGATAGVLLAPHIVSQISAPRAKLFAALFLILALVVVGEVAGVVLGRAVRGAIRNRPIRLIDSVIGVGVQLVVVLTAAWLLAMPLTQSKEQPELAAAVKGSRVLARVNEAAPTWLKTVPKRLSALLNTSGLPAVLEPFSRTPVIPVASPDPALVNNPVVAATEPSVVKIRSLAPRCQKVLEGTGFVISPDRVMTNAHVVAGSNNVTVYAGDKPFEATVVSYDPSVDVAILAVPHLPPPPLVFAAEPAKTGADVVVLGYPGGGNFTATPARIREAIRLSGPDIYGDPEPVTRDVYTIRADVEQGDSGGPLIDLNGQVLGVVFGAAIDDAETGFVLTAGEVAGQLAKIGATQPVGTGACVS
FBA Mtb inh: inhibits M. tuberculosis FBA enzyme | P9WQA3 | purified M. tuberculosis FBA, fluorescence read-out | inhibition, % at 1 µM | hit rate 2.3% among 360,000 | AID 588726; in the data active means inhibition above about 27%;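 further: 0% = vehicle and 100% = reference inhibitor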
Target sequence (P9WQA3 whole entry, looked up): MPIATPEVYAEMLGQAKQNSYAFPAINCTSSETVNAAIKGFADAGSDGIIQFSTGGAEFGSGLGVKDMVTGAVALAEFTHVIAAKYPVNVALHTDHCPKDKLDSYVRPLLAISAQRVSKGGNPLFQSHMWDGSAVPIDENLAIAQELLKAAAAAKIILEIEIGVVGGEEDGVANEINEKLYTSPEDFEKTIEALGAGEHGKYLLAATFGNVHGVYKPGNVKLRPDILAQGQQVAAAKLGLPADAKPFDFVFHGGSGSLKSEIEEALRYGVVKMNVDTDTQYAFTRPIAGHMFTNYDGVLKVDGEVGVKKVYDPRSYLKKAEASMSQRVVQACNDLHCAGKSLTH
GDH-TPI inh: inhibits GDH-TPI coupling enzymes, artifact for Mtb FBA screen; GDH-TPI coupled enzyme counterscreen, NADH absorbance; hit rate 1.2% among 360,000; inhibition, % at 4.8 µM; in the data active means inhibition above about 30%;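 further: 0% = DMSO wells and 100% = wells lacking the enzyme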
UGM FP inh: inhibitors of M. tuberculosis UDP-galactopyranose mutase. inhibition, % at 10 µM. P9WIQ1. purified UGM, fluorescence polarization probe displacement. hit rate 0.06% among 320,000; in the data active means inhibition above about 10%, passing the limit was not always enough
BH1578 lux ind: inducers of Vibrio cholerae quorum light production without autoinducers; V. cholerae BH1578 lux reporter, luminescence, 6 h; activation, % at 18.7 µM; hit rate 0.16% among 350,000; AID 588436; in the data active means activation mostly above about 9.7%, no sharp cut-off; further: not every result past the cut was called active; inactives centre near 0; reference of the scale not given here
SARS 3CLpro inh: SARS-CoV 3CLpro protease inhibition. P0C6X7. inhibition, % at 6 µM. recombinant SARS-CoV 3CLpro, quenched FRET peptide cleavage. hit rate 0.14% among 290,000. AID 1706; in the data active means inhibition above about 12%
MazF activator: MazEF (E. coli) toxin RNase activation | hit rate 0.32% among 350,000 | activation, % at 20 µM | P0AE70 | FAM/BHQ RNA-DNA oligo cleavage fluorescence, 5 h | AID 504720; in the data active means activation above about 50%
PriA SSB inh: K. pneumoniae PriA-SSBct interaction inhibition. AlphaScreen SSBct-PriA binding, biotinylated peptide. inhibition, % at 33 µM. hit rate 0.6% among 430,000; in the data active means inhibition mostly above about 37%, no sharp cut-off; inactive means mostly below about 20%;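 further: plate controls were negative control peptide for no effect and reference peptide for full effect; strong numbers were not always called active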
Mtb BioA inh: BioA (M. tuberculosis) enzyme inhibition; purified M. tuberculosis BioA enzyme, plate reader; inhibition, % at 9.99 µM; hit rate 0.096% among 360,000; in the data active means inhibition above about 40%
DUSP3 inh: DUSP3 (human) phosphatase inhibition; P51452; recombinant VHR phosphatase, pNPP absorbance; inhibition, % at 13.3 µM; hit rate 0.52% among 290,000; AID 1654; in the data active means inhibition above about 50%; further: some compounds called inactive have numbers as strong as hits
Target sequence (P51452 whole entry, looked up): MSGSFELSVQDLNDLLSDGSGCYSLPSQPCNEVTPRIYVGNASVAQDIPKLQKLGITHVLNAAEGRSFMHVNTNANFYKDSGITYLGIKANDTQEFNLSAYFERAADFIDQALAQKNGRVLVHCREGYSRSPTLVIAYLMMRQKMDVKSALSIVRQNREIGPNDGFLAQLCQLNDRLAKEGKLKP
* marks the source's active call; other numbers are inactive results; i = inactive; . = not tested or not shown. The list is partial; count on the stated rates, not on these rows.

Order of values – Rv3671c inh | FBA Mtb inh | GDH-TPI inh | UGM FP inh | BH1578 lux ind | SARS 3CLpro inh | MazF activator | PriA SSB inh | Mtb BioA inh | DUSP3 inh
(1) COc1cccc(C(c2nnnn2Cc2ccccc2)N2CCN(C(=O)c3ccco3)CC2)c1OC (centres undefined)
→ 2 | 2 | 0 | 1.6 | -0.2 | 0 | 2 | -14 | -0.8 | 10
(2) COc1ccc(CCNC(=O)COc2ccc3c(C)cc(=O)oc3c2)cc1OC
→ 3 | 0 | -3 | 1.2 | -0.3 | -4 | 4 | -20 | 2.5 | -8
(3) Cc1ccc(/C=N/n2c(-c3cccnc3)n[nH]c2=S)o1
→ 1 | 0 | 17 | 0.1 | -0.3 | -1 | 9 | . | -0.4 | 1
(4) COc1ccc([N+](=O)[O-])cc1NC(=S)NC(C)=O
→ 6 | -4 | 1 | -1.1 | -0.4 | 0 | 4 | -2 | . | 18
(5) COc1ccc(CCNC(=O)COC(=O)c2ccc(C)s2)cc1OC
→ -5 | 2 | -7 | 0.4 | -1.4 | . | 5 | -12 | 1.8 | .
(6) CCCCCn1c(=S)[nH]c2cc(C(=O)N3CCN(C(=O)OCC)CC3)ccc2c1=O
→ -5 | -3 | -3 | -1.7 | -1.0 | 2 | 2 | 14 | -1.9 | 6
(7) CCOP(=O)(CN(CC)CCNP(=O)(OCC)OCC)OCC
→ -1 | -1 | -8 | -1.1 | -0.5 | 0 | 4 | -5 | -1.3 | 2
(8) Cc1cc(NC(=O)CSc2ncnc3sc(C)c(C)c23)no1
→ 6 | 0 | 4 | -1.5 | -1.2 | 5 | -6 | -16 | -2.2 | 21
(9) O=C(NCCC1=CCCCC1)C1CCC(CNc2nc(=S)[nH]c3ccccc23)CC1 (centres undefined)
→ -5 | 0 | -2 | 0.4 | 0.1 | 2 | -2 | 5 | -0.4 | 12
(10) Cc1cc(OCC(=O)NCC(c2ccc(F)cc2)N2CCOCC2)ccc1Cl (centres undefined)
→ -6 | 1 | -1 | 3.5 | 1.7 | . | 3 | 3 | -0.1 | .

3 compounds from above, ordered by length of the SMILES, falling.
Order of values – Rv3671c inh | FBA Mtb inh | GDH-TPI inh | UGM FP inh | BH1578 lux ind | SARS 3CLpro inh | MazF activator | PriA SSB inh | Mtb BioA inh | DUSP3 inh
(1) COc1cccc(C(c2nnnn2Cc2ccccc2)N2CCN(C(=O)c3ccco3)CC2)c1OC (centres undefined)
→ 2 | 2 | 0 | 1.6 | -0.2 | 0 | 2 | -14 | -0.8 | 10
(2) COc1ccc(CCNC(=O)COc2ccc3c(C)cc(=O)oc3c2)cc1OC
→ 3 | 0 | -3 | 1.2 | -0.3 | -4 | 4 | -20 | 2.5 | -8
(4) COc1ccc([N+](=O)[O-])cc1NC(=S)NC(C)=O
→ 6 | -4 | 1 | -1.1 | -0.4 | 0 | 4 | -2 | . | 18

Additional results:
Order of values – Rv3671c inh | FBA Mtb inh | GDH-TPI inh | UGM FP inh | BH1578 lux ind | SARS 3CLpro inh | MazF activator | PriA SSB inh | Mtb BioA inh | DUSP3 inh
(11) COc1ccc(-c2cnn(-c3ccccc3)c2N)cc1OC
→ 1 | 1 | 9 | 3.4 | -0.3 | 1 | -4 | -1 | 0.0 | -3
(12) CCOC(=O)C1=C(C)NC(=O)NC1c1ccc(Br)o1 (centres undefined)
→ -7 | 3 | 3 | 0.9 | 3.7 | -4 | 1 | -8 | . | -7
(13) NC(=O)CC(NC(=O)Cc1ccc(Cl)cc1)c1ccc(NCCCN2CCCC2=O)c([N+](=O)[O-])c1 (centres undefined)
→ -4 | 2 | 5 | 0.6 | i | 7 | 1 | 1 | 0.0 | 17
(14) NC(=O)c1cc(N2CC2)c([N+](=O)[O-])cc1[N+](=O)[O-]
→ 15 | -1 | 21 | -0.4 | i | . | 3 | -4 | 7.4 | .
(15) O=C(COC(=O)c1cc(S(=O)(=O)N2CCOCC2)ccc1Cl)NCCc1ccccc1
→ -10 | 1 | 5 | 1.2 | -0.4 | . | 5 | 5 | 0.5 | .
(16) Cn1c(=O)c2c([nH]c(=S)n2CCCc2ccccc2)n(C)c1=O
→ 5 | 0 | 20 | 0.0 | i | -1 | -6 | -2 | -0.5 | 6
(17) O=S(=O)(NCCc1ccccc1)c1ccc(-n2cnnn2)cc1
→ -7 | 0 | -5 | -0.7 | -2.2 | -3 | 3 | -5 | 0.5 | 28
(18) CCc1cc(C(=O)N2CCCC(C(=O)c3ccc(Oc4ccccc4)cc3)C2)n(C)n1 (centres undefined)
→ -2 | 2 | 2 | -3.6 | -0.3 | 6 | 2 | -4 | 1.7 | -4
(19) O=C(NCCC(=O)N1CCNC1=O)OCc1ccccc1
→ -1 | -1 | 15 | 0.6 | -0.2 | -4 | 5 | -6 | -1.2 | 14
(20) C=C1CCN([C@@H](CC(C)C)C(=O)NCCCc2ccccc2)S(=O)(=O)c2ccccc21
→ -9 | 0 | 2 | -2.7 | i | . | 9 | -22 | -0.1 | .
(21) Cc1nn(-c2ccccc2)c2nc(-c3cccs3)cc(C(=O)NN)c12
→ -33 | 7 | 9 | -0.6 | -0.3 | 2 | 5 | -21 | . | -33
(22) S=C1NC(c2ccccc2)=NCN1c1ccc(Br)cc1
→ -4 | -1 | 13 | -0.7 | -0.7 | -1 | 3 | 1 | 0.0 | 12
(23) CCCCN1C(=O)C(NC(=O)C2CC2)(C(F)(F)F)C2=C1CC(C)(C)CC2=O (centres undefined)
→ -4 | -4 | 4 | 0.5 | . | 4 | -6 | -8 | -3.7 | 19
(24) CC(Sc1nnc(-c2ccco2)o1)C(=O)Nc1ccc(OC(F)F)cc1 (centres undefined)
→ -4 | -3 | 0 | 0.5 | -1.2 | . | 2 | 0 | -0.8 | .
(25) Cc1onc(-c2ccccc2)c1C(=O)N1CCN(S(=O)(=O)c2ccc(Cl)cc2)CC1
→ 1 | 2 | -7 | -0.6 | -0.2 | 4 | 5 | -12 | . | 7
(26) O=C(Nc1cccc(Cl)c1)c1cccnn1
→ 4 | 0 | -2 | -0.4 | i | -5 | -2 | -12 | 0.0 | 6
(27) COC(=O)c1ccccc1NC(=O)CSc1nnc(-c2ccoc2C)n1C
→ 2 | 7 | 6 | 0.9 | i | 5 | 4 | -16 | 6.4 | 29
(28) CC(=O)C1=C(C)Nc2ncnn2C1c1ccc(Cl)cc1Cl (centres undefined)
→ 3 | -2 | 19 | -1.3 | 1.4 | 2 | 1 | -11 | -7.8 | 10
(29) CCN(CC)C(=O)c1cccc(-c2csc(C(O)c3ccc(F)c(F)c3)n2)c1 (centres undefined)
→ . | 1 | 0 | . | i | . | . | . | 0.6 | .
(30) O=C(COC(=O)c1cccc([N+](=O)[O-])c1)Nc1ncc(Br)s1
→ -11 | -3 | -2 | 2.0 | -0.8 | . | -1 | -4 | -1.1 | .

From compound 28 up to 30, copied from above:
Order of values – Rv3671c inh | FBA Mtb inh | GDH-TPI inh | UGM FP inh | BH1578 lux ind | SARS 3CLpro inh | MazF activator | PriA SSB inh | Mtb BioA inh | DUSP3 inh
(28) CC(=O)C1=C(C)Nc2ncnn2C1c1ccc(Cl)cc1Cl (centres undefined)
→ 3 | -2 | 19 | -1.3 | 1.4 | 2 | 1 | -11 | -7.8 | 10
(29) CCN(CC)C(=O)c1cccc(-c2csc(C(O)c3ccc(F)c(F)c3)n2)c1 (centres undefined)
→ . | 1 | 0 | . | i | . | . | . | 0.6 | .
(30) O=C(COC(=O)c1cccc([N+](=O)[O-])c1)Nc1ncc(Br)s1
→ -11 | -3 | -2 | 2.0 | -0.8 | . | -1 | -4 | -1.1 | .

Further structures follow:
Order of values – Rv3671c inh | FBA Mtb inh | GDH-TPI inh | UGM FP inh | BH1578 lux ind | SARS 3CLpro inh | MazF activator | PriA SSB inh | Mtb BioA inh | DUSP3 inh
(31) NS(=O)(=O)c1cccc(NC(=O)COC(=O)CN2C(=O)c3ccccc3C2=O)c1
→ 3 | 1 | -2 | -0.9 | i | . | 1 | -5 | -0.4 | .
(32) CCOC(=O)c1c(S(=O)(=O)NCC(=O)Nc2cccc(F)c2)c(C)n(C)c1C
→ -1 | 1 | 3 | 0.0 | i | 5 | 5 | 0 | -0.1 | -4
(33) Cn1cccc1C(=O)Nc1nc(-c2ccccn2)cs1
→ -4 | 0 | 9 | -3.4 | . | -6 | 8 | 85* | 0.2 | -7
(34) O=C(Nc1nccs1)c1cc(-c2ccccn2)nc2c(Cl)cccc12
→ -15 | 6 | -1 | 0.7 | 0.7 | -1 | -46 | -8 | -1.0 | 21
(35) CCCCOP(=O)(c1ccc(N(C)C)cc1)C(O)c1ccc(N(C)C)cc1 (centres undefined)
→ 1 | 2 | -5 | 3.6 | -0.1 | 1 | 0 | 11 | 0.7 | 31
(36) N#Cc1ccc(C(=O)OCC(=O)Nc2ccc(N3CCOCC3)cc2)cc1
→ 7 | -4 | -13 | 3.5 | -0.4 | -1 | -1 | 1 | . | 22
(37) Nc1nc(SCC(=O)Nc2cc(S(=O)(=O)N3CCOCC3)ccc2Cl)n[nH]1
→ -14 | 1 | -3 | -1.5 | -0.6 | 4 | 7 | -5 | 0.2 | 11
(38) CCN(CC)C(=O)c1cn(C)c(=O)c2cc(OC)c(OC)cc12
→ -17 | 5 | -1 | -0.3 | i | 3 | -9 | -2 | -1.6 | -4
(39) O=Cc1c[nH]c2ncccc12
→ -3 | 2 | -8 | 1.7 | i | -3 | 1 | -4 | 0.3 | 19
(40) CC(=O)N(c1ccccc1)c1nnc(-c2cnc(C)cn2)s1
→ 3 | 6 | 13 | -1.6 | -1.4 | -1 | -2 | -5 | . | 20
(41) CCC(=O)c1cn([C@@H](CCC(OC)OC)CC(=O)OC(C)(C)C)cc1CC
→ 1 | -3 | -6 | -0.1 | i | . | -11 | 6 | 0.5 | .
(42) O=c1[nH]nc(SCCS(=O)(=O)c2ccc(F)cc2)n1-c1ccccc1
→ 4 | 0 | 3 | -1.9 | -0.4 | 1 | 0 | -11 | -0.1 | 20
(43) Cc1nnc(SC(C)C(=O)Nc2ccc(S(=O)(=O)N3CCCCC3)cc2)s1 (centres undefined)
→ 0 | 1 | 4 | -0.5 | -0.2 | -8 | 7 | -18 | -2.1 | -19
(44) Cn1c(SCC(=O)NC2CCCCC2)nnc1-c1ccncc1
→ -8 | 2 | 0 | 0.7 | -3.8 | -2 | -29 | -3 | -2.1 | 28
(45) CC1(C)Cc2c(cnn2-c2ccccc2)C(NC(=O)CCCN2CCCCC2=O)C1 (centres undefined)
→ 3 | 0 | -3 | -1.0 | i | 5 | -3 | -3 | -0.4 | 15
(46) O=c1[nH]c(CSc2nc3ccccc3[nH]2)nc2c1cnn2-c1ccccc1
→ -28 | -1 | 1 | 2.6 | -0.2 | 5 | -2 | 7 | 0.5 | -10
(47) COC(=O)/C(=C\Nc1ccc(OC)cc1)NC(=O)c1ccc(Cl)cc1Cl
→ 3 | -1 | 20 | -0.9 | i | 6 | 10 | -1 | 2.2 | 0
(48) CCc1nc2ccc(C(=O)N3CCN(C(=O)c4ccco4)CC3)cn2c1N(C)Cc1nccn1C
→ . | -5 | -4 | . | -5.0 | . | . | . | -1.2 | .
(49) Cc1ccnc(NC(=O)c2cccc(S(=O)(=O)NCc3ccccc3)c2)c1
→ -14 | 1 | 7 | -0.1 | -0.3 | . | 2 | -1 | . | .
